# SENP1 FRET inh: inhibitors of human SENP1 SUMO protease catalytic domain; Q9P0U3; recombinant SENP1 catalytic domain, CyPet-SUMO1-YPet FRET cleavage; AID 624204; 360,000 compounds, 0.21% hits; inhibition, % at 10 µM;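 active = inhibition at least 30% at 10 µM, raw YFP signal under a set limit, fluorescence ratio 0.5 to 1.5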;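 also: 0% = enzyme with DMSO and 100% = no enzyme wells; some results filed as inactive read as strong as hits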
# Target sequence (Q9P0U3 419-644 limits assumed): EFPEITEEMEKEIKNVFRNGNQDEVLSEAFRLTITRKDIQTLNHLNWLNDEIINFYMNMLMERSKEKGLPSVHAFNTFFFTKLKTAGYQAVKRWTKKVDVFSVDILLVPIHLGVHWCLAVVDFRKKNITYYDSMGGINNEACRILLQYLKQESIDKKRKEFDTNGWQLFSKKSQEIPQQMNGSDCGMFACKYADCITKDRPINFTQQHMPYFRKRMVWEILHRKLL
#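 System: Recombinant human SENP1 catalytic domain, His6-tagged | Incubation: Enzyme reaction for 50 min at room temperature, dark | Medium: Tris pH 8 with BME, BSA, NP40 and catalase | Also added: 25 nM SUMO1 FRET substrate | Compound: 10 µM single point, 0.5% DMSO | Measured by: FRET fluorescence in CFP and YFP emission channels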
# MIN6 prolif: MIN6 beta-cell proliferation induction; 330,000 compounds, 0.29% hits; AID 2380; proliferation, % at 10 µM; MIN6 cells proliferation, ATPlite luminescence, 48 h; cells starved in 0.2% serum; 100% = growth in 10% serum;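 active = compounds whose signal lies at least 3.5 SD above the mean of all wells on their plate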;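 also: 0% = DMSO-treated cells in low-serum medium and 100% = 10% serum control; some compounds called inactive have numbers as strong as hits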
# mIAP inh: blocks mouse intestinal alkaline phosphatase | purified mouse IAP, CDP-Star luminescence, 30 min | inhibition, % at 10 µM | 330,000 compounds, 0.2% hits;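 active = inhibition of at least 40% at 10 µM in the primary screen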;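 also: plate controls were DMSO with enzyme for no effect and no enzyme wells for full effect; values of inactives mirror those of a sister screen read the other way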
# hIAP act: increases human intestinal alkaline phosphatase activity; P09923; purified human IAP, CDP-Star luminescence, 30 min; stronger effect = higher value; 1 = vehicle-only enzyme, 0 = enzyme-free background; activation factor at 10 µM; 330,000 compounds, 0.16% hits;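 active = activation factor of the enzyme at least 2-fold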; also: the source names both 10 and 20 µM as test concentration; values of inactives mirror those of a sister screen read the other way
# Target sequence (P09923 whole entry, looked up): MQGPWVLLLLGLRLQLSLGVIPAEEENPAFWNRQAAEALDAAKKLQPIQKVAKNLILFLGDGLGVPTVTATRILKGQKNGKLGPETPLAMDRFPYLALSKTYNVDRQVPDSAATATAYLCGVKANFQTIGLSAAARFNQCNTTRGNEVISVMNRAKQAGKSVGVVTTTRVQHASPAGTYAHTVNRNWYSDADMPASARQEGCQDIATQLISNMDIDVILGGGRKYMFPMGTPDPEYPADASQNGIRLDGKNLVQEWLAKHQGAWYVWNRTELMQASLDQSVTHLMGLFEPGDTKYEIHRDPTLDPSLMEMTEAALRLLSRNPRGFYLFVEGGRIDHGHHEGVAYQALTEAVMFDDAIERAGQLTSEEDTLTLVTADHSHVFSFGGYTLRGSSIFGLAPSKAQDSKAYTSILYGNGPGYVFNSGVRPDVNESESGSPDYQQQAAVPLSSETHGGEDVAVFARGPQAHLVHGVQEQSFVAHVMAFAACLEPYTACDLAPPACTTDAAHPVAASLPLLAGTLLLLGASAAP
# NLRP3 yeast inh: inhibitors of NALP3 inflammasome in yeast | Yeast reconstituted NLRP3/ASC/caspase-1, beta-gal luminescence, 24 h | inhibition, % at 10 µM | 330,000 compounds, 0.39% hits;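 active = inhibition of 50% or more; inactive = inhibition below 50%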;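 also: plate controls were induced DMSO wells for no effect and uninduced yeast grown without galactose for full effect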
# mIAP activ: mouse IAP activation; muIAP, CDP-Star luminescence, 30 min; stronger effect = higher value; 1 = vehicle-only enzyme signal, 0 = enzyme-free wells; 330,000 compounds, 0.24% hits; AID 2805; activation factor at 10 µM;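 active = activation factor of at least 2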; also: the source names both 10 and 20 µM as test concentration; values of inactives mirror those of a sister screen read the other way
#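 System: mouse IAP enzyme. Reagent: CDP-Star chemiluminescent phosphatase substrate. Benchmarks: DMSO wells, no-enzyme wells. Times: 30 min enzyme-substrate-compound incubation at room temperature. Detection: luminescence from enzymatic CDP-Star hydrolysis. Doses: test compounds delivered from DMSO solution.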
# hIAP inh: blocks human intestinal alkaline phosphatase | purified IAP, CDP-Star luminescence, 30 min | 330,000 compounds, 0.12% hits | P09923 | inhibition, % at 10 µM | AID 2544;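 active = inhibition reaching a set limit with compound at 10 µM in the primary screen, cut at about 35% in these data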;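 also: plate controls were DMSO wells with enzyme for no effect and no-enzyme buffer wells for full effect; values of inactives mirror those of a sister screen read the other way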
# A3G deaminase: APOBEC3G (human) deaminase inhibition; Q9HC16; recombinant A3G, ssDNA deamination FAM/TAMRA fluorescence; 330,000 compounds, 0.28% hits; inhibition, % at 20 µM; AID 493012;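 active = inhibition of at least 40% at 20 µM, with no more than 30% in the related APOBEC3A deaminase screen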;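 also: plate controls were DMSO wells with A3G for no effect and wells lacking A3G enzyme for full effect; some compounds called inactive have numbers as strong as hits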
# APOBEC3A inh: inhibitors of human APOBEC3A DNA deaminase; P31941; 330,000 compounds, 0.41% hits; recombinant A3A, FAM/TAMRA ssDNA deamination fluorescence; inhibition, % at 20 µM;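 active = at least 40% inhibition at 20 µM here, with at most 30% in a related deaminase screen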;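 also: plate controls were A3A with DMSO for no effect and wells lacking A3A enzyme for full effect; some results filed as inactive read as strong as hits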
# Target sequence (P31941 whole entry, looked up): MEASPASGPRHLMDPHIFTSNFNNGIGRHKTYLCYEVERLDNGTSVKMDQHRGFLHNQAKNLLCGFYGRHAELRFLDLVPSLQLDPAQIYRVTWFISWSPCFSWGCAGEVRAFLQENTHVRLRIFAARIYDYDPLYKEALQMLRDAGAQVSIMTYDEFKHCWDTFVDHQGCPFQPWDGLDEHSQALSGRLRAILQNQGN
# * = called active by the depositor; x = not tested or not shown. A portion of the library, so the mix of outcomes need not match the whole.
SMILES,SENP1 FRET inh,MIN6 prolif,mIAP inh,hIAP act,NLRP3 yeast inh,mIAP activ,hIAP inh,A3G deaminase,APOBEC3A inh
O=C(COC(=O)[C@H](Cc1ccccc1)NS(=O)(=O)c1ccccc1F)NC1CCCCC1,2,3,4,0.92,-3,0.96,8,1,3
COc1ccc2c(c1OC)C(=O)OC2CC(=O)c1ccc(N(C)C)cc1 (stereo not given),23,-1,2,0.91,30,0.98,9,-4,2
Clc1ccc(-c2nn3c(C4COc5ccccc5O4)nnc3s2)cc1 (stereo not given),0,-4,15,1.1,-11,0.85,-12,29,2
Cc1ccccc1C1NC(=S)NC2=C1C(=O)CC(C)(C)C2 (stereo not given),1,2,-5,0.94,0,1,6,-3,-2
COc1ccc(S(=O)(=O)Nc2cc(C(=O)NC3CCCCCC3)ccc2N2CCOCC2)cc1,-2,0,1,0.95,12,0.99,5,0,1
COc1ccc(OCc2cc(C(=O)NCCN3CCCC(O)C3)no2)c(Cl)c1 (stereo not given),-1,2,2,1.1,11,0.98,-13,-5,-1
CCc1cc(C(=O)NNC(=S)NCc2ccccc2)cs1,2,1,11,1.7,0,0.89,-71,-6,-2
CSc1nc2ccc(NC(=O)c3c(-c4ccccc4)noc3C)cc2s1,1,0,-7,0.92,26,1.1,8,-3,-1
CCc1nn(C(C)C(=O)NCc2ccc(Cl)cc2)c(=O)c2cc3occc3n12 (stereo not given),-1,-2,5,1,10,0.95,0,-4,-3
COc1ccc(S(=O)(=O)NCC(c2ccc(F)cc2)N2CCOCC2)cc1Br (stereo not given),-2,0,10,1.1,19,0.9,-5,-2,0
COc1ccc(NC(=O)CSc2nc3ccsc3c(=O)n2CCCCCC(=O)O)cc1,2,-1,32,1.1,6,0.68,-6,-9,0
Cc1cc(F)ccc1S(=O)(=O)N(CC(=O)N1CCOCC1)CC(=O)N1CCOCC1,2,2,7,0.99,1,0.93,1,-4,-2
Cc1ccc(NC(=O)NNC(=O)Cn2nc(-c3ccccc3)c(-c3ccccc3)c(C#N)c2=O)cc1,-1,-6,6,1.5,7,0.94,-48,-4,-3
CC(C)CNC(=O)c1cccc(NC(=O)C(C)C)c1,1,-2,17,1.1,22,0.83,-9,-2,0
Cc1ccc(NC(=O)C(C)N=C2NS(=O)(=O)c3ccccc32)cc1F (stereo not given),2,0,-62,1.1,3,1.6,-7,-8,-1

# Structures above containing fluorine (four):
SMILES,SENP1 FRET inh,MIN6 prolif,mIAP inh,hIAP act,NLRP3 yeast inh,mIAP activ,hIAP inh,A3G deaminase,APOBEC3A inh
O=C(COC(=O)[C@H](Cc1ccccc1)NS(=O)(=O)c1ccccc1F)NC1CCCCC1,2,3,4,0.92,-3,0.96,8,1,3
COc1ccc(S(=O)(=O)NCC(c2ccc(F)cc2)N2CCOCC2)cc1Br (stereo not given),-2,0,10,1.1,19,0.9,-5,-2,0
Cc1cc(F)ccc1S(=O)(=O)N(CC(=O)N1CCOCC1)CC(=O)N1CCOCC1,2,2,7,0.99,1,0.93,1,-4,-2
Cc1ccc(NC(=O)C(C)N=C2NS(=O)(=O)c3ccccc32)cc1F (stereo not given),2,0,-62,1.1,3,1.6,-7,-8,-1

# Additional records follow.
SMILES,SENP1 FRET inh,MIN6 prolif,mIAP inh,hIAP act,NLRP3 yeast inh,mIAP activ,hIAP inh,A3G deaminase,APOBEC3A inh
c1ccc(N2CCN(Cc3nnnn3C3CCCCC3)CC2)cc1,0,2,-3,1.1,-10,1,-10,-9,-7
Cc1nc2nc(SCC(=O)C(C)(C)C)[nH]c2cc1Br,-2,-2,13,1.1,19,0.87,-6,-5,1
COCCNC(=O)c1ccc(S(=O)(=O)c2ccc(Cl)cc2)c(NC(C)=O)c1,4,0,10,1.1,14,0.9,-6,-5,-2
C/C=C/c1ccc(OCCOc2cc(C=O)ccc2OC)c(OC)c1,-1,-3,6,0.81,23,0.94,19,-3,1
CC(=O)c1ccc(S(=O)(=O)N2CCN(C(=O)/C=C/c3ccc4ccccc4n3)CC2)cc1,-11,1,5,1,-1,0.95,-2,12,13
Clc1ccc(-c2cc(C3CCNCC3)[nH]n2)cc1,2,-2,7,0.96,18,0.93,4,-4,-3
COc1ccccc1NC(=O)c1cccc2c(Br)cccc12,-1,-3,14,0.89,26,0.86,11,-5,1
COc1ccc(-n2c(SCC(=O)Nc3ccc(C(N)=O)cc3)nc3c([nH]c4ccccc43)c2=O)cc1OC,0,-5,-18,1,11,1.2,-2,4,2
O=C(c1cc(-c2ccncc2)nc2ccc(Br)cc12)N1CCN(Cc2ccc3c(c2)OCO3)CC1,-2,-3,-2,0.96,-1,1,4,2,1
COC(=O)c1ccccc1NC(=O)CN(c1ccc(OC)cc1)S(C)(=O)=O,3,1,11,1.1,-4,0.89,-8,-5,-2
O=C(CCN1CCCCC1)c1ccccc1,-1,-6,20,1,0,0.8,-4,-1,7
Cc1cccc(C(=O)O/N=C(\N)c2cccc([N+](=O)[O-])c2)c1,2,-6,7,0.87,19,0.93,13,-11,1
Cc1ccc(C)c(N2CCN(S(=O)(=O)c3ccc4c(c3)oc(=O)n4C)CC2)c1,1,-3,4,1.2,12,0.96,-21,-5,-4
COc1ccc(S(=O)(=O)N2CCC(C(N)=O)CC2)cc1,0,0,-8,0.98,9,1.1,2,-10,-2
O=C(O)/C=C/c1ccc(S(=O)(=O)NCc2ccco2)cc1,0,1,2,1,30,0.98,0,-3,4
Cn1cccc1/C=N/N1CCN(c2ccccc2)CC1,1,-1,-8,1,24,1.1,-2,-5,-5
CC1Sc2ccc(C(=O)N3CCCC(C(F)(F)F)C3)cc2NC1=O (stereo not given),1,0,2,1,3,0.98,-2,-6,0
CSC(=NNC(=O)c1ccc(O)cc1)SC,1,-1,-2,0.99,-16,1,1,-5,-2
CSc1ccc(-c2nc(CN(C)C3CCOC3)c(C)o2)cc1 (stereo not given),-2,5,3,0.83,14,0.97,17,-3,0
COc1ccc(N2CCN(C(=N)/C(C(C)=O)=C(\C)O)CC2)cc1,1,4,-4,1.1,11,1,-10,2,-1
Cc1cccnc1NC(=S)Nc1ccc(Br)cc1Cl,1,-2,13,1,26,0.87,-1,5,5
CC(C)NC(=O)C1(c2ccccc2)CCOCC1,-3,-1,-1,0.91,22,1,9,-2,-1
C[C@H]1[C@H]2c3nc4ccccc4n3C[C@H]1ON2C1CCCCC1,-1,6,-2,0.97,15,1,3,-12,-4
CCN1C(=O)C(C)S/C1=N\S(=O)(=O)c1ccc(Cl)s1 (stereo not given),1,-5,-4,1.1,17,1,-6,2,5
O=C(CC1Nc2cccc3cccc(c23)NC1=O)Nc1ccccc1 (stereo not given),-28,1,37,1.1,4,0.63,-9,48,32
Cn1ncc(Br)c1NC(=O)CSc1ccc(Cl)cc1,3,-2,-11,1.1,13,1.1,-8,-3,-3
COc1ccc(S(=O)(=O)NCC(=O)N(CC(=O)NCc2ccco2)C2CCCC2)cc1,0,-2,-9,0.97,8,1.1,3,-3,0
O=C(NC1CCCC1)C(c1ccncc1)N(C(=O)c1csnn1)c1cccc(F)c1 (stereo not given),1,2,4,1,22,0.96,0,-6,-1
O=C(COc1ccc(Cl)cc1Cl)Nn1c(=S)[nH]c2ncccc2c1=O,1,-4,21,1.1,26,0.79,-7,-10,-3
COc1cc(/C=C2\SC(=Nc3ccc(O)cc3)NC2=O)cc(OC)c1OC,x,-5,9,0.88,5,0.91,12,-1,1

# Whole records from above.
# Profile of C[C@H]1[C@H]2c3nc4ccccc4n3C[C@H]1ON2C1CCCCC1 → SENP1 FRET inh = -1; MIN6 prolif = 6; mIAP inh = -2; hIAP act = 0.97; NLRP3 yeast inh = 15; mIAP activ = 1; hIAP inh = 3; A3G deaminase = -12; APOBEC3A inh = -4
# Profile of Cn1ncc(Br)c1NC(=O)CSc1ccc(Cl)cc1 → SENP1 FRET inh = 3; MIN6 prolif = -2; mIAP inh = -11; hIAP act = 1.1; NLRP3 yeast inh = 13; mIAP activ = 1.1; hIAP inh = -8; A3G deaminase = -3; APOBEC3A inh = -3

# (list continues)
SMILES,SENP1 FRET inh,MIN6 prolif,mIAP inh,hIAP act,NLRP3 yeast inh,mIAP activ,hIAP inh,A3G deaminase,APOBEC3A inh
Clc1ccc(-c2nc3ccccn3c2CN2CCOCC2)cc1,2,-1,8,1.1,9,0.92,-13,-4,-4
O=C(NCCCCCCNC(=O)c1ccccc1O)c1ccccc1O,1,-5,-17,0.94,13,1.2,6,-3,-1
COC(=O)[C@@]1(Cc2ccc(OC)cc2)[C@H]2c3cc(C(=O)N4CCCC4)n(CCSCCO)c3C[C@H]2CN1C(=O)c1ccccc1,x,-4,-15,0.99,2,1.1,1,-10,0
Cn1c(O)c(N=NC(=O)Cn2c(C(F)(F)F)nc3ccccc32)c2ccccc21,1,0,7,0.93,10,0.93,7,-11,-2
CCCCSc1nnc(-c2ccccc2NC(C)=O)c(=O)[nH]1,0,-1,0,0.72,25,1,28,-7,-2
CCc1ccccc1NC(=O)CN1CCN(CC(=O)NCc2ccc(Cl)cc2)CC1,1,-2,-7,0.96,14,1.1,4,-2,2
CCC(=O)Nc1cccc(C(=O)N(Cc2ccccc2)Cc2ccccc2)c1,1,-2,-11,1.2,-3,1.1,-21,-7,-7
Cc1cc(CN(C)Cc2c(C(=O)N3CCCCCCC3)nc3ccc(Cl)cn23)n[nH]1,-1,-1,-1,1.1,-17,1,-10,-6,-2
Cc1ccc(O)c(C(=O)c2cnc(/N=C(\N)N(C)C)nc2)c1,-4,-1,3,1,10,0.97,0,2,20
Cc1ccc(C)c(-n2[nH]c3c4c(ccc3c2=O)C(=O)c2ccccc2C4=O)c1,-4,-5,8,1,21,0.93,-1,-4,-2

# Taken from the listing for reference:
SMILES,SENP1 FRET inh,MIN6 prolif,mIAP inh,hIAP act,NLRP3 yeast inh,mIAP activ,hIAP inh,A3G deaminase,APOBEC3A inh
COCCNC(=O)c1ccc(S(=O)(=O)c2ccc(Cl)cc2)c(NC(C)=O)c1,4,0,10,1.1,14,0.9,-6,-5,-2
C/C=C/c1ccc(OCCOc2cc(C=O)ccc2OC)c(OC)c1,-1,-3,6,0.81,23,0.94,19,-3,1
CC(=O)c1ccc(S(=O)(=O)N2CCN(C(=O)/C=C/c3ccc4ccccc4n3)CC2)cc1,-11,1,5,1,-1,0.95,-2,12,13
Clc1ccc(-c2cc(C3CCNCC3)[nH]n2)cc1,2,-2,7,0.96,18,0.93,4,-4,-3

# Screening data from PubChem BioAssay.
